# Compound activity as filed in PubChem BioAssay.
# LRH-1 inv ag = suppresses constitutive activity of human LRH-1; O00482; HEK293T StAR-luciferase reporter, LRH-1 transfected, 24 h; inhibition, % at 3.6 µM; 360,000 tested, 0.13% active; AID 602396;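 active = inhibition above the mean inhibition of all tested compounds plus 3 SD, cut at about 73% in these data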;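 also: 0% = DMSO wells and 100% = reporter-only cells lacking LRH-1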
# Target sequence (O00482 whole entry, looked up): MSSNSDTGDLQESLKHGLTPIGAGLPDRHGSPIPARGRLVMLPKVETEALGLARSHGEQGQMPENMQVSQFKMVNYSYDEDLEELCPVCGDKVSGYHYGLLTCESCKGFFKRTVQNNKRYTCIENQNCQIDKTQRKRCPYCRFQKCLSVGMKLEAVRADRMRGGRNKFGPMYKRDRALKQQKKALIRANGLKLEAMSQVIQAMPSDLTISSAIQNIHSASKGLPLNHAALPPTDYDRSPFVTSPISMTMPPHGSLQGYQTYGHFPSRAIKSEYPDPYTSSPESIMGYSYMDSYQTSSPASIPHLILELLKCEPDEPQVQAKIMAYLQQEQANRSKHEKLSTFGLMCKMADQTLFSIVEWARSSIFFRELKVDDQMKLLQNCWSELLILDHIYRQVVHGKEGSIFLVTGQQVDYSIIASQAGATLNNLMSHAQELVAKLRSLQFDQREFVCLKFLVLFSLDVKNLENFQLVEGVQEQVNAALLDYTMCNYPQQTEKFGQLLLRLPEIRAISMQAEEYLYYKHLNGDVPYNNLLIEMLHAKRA
# COUP-TFII inh = inhibitors of human COUP-TFII (NR2F2) | P24468 | 370,000 tested, 0.7% active | inhibition, % at 8.6 µM | HEK293T NGFI-A luciferase reporter, luminescence;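 active = inhibition above a per-plate cutoff, mean inhibition of test wells between control levels plus 3 SD, cut at about 38% in these data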;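 also: cells cotransfected with COUP-TFII expression vector driving the NGFI-A reporter; 0% = median of COUP-TF2 test wells and 100% = reporter-only cells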
# Target sequence (P24468 whole entry, looked up): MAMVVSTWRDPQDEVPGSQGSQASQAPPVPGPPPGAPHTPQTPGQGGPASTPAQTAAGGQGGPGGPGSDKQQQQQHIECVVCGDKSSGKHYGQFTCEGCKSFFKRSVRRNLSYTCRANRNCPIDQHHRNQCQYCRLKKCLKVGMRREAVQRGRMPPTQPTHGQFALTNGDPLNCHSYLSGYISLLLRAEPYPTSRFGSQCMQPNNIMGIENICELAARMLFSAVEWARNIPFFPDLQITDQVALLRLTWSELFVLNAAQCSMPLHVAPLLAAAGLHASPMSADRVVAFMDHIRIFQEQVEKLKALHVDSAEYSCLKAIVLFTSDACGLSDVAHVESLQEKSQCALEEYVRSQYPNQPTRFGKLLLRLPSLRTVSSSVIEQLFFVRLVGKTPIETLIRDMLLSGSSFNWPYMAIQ
# TWEAK-Fn14 inh = inhibitors of TWEAK-Fn14 interaction signaling; TWEAK-stimulated Fn14 reporter cells, luciferase luminescence, 8 h; AID 1159606; inhibition, % at 10 µM; 360,000 tested, 2% active; in the data active = inhibition above about 50%
# SRC3 inh = human NCOA3 inhibition; Q9Y6Q9; 360,000 tested, 0.17% active; HEK293 GAL4-SRC3 luciferase reporter, luminescence; inhibition, % at 3.6 µM;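 active = inhibition above a per-campaign cutoff, the mean of all compounds plus 3 SD, cut at about 60% in these data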;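 also: 0% = DMSO-treated cells and 100% = gossypol-treated cells at 36 µM; higher means less SRC3-driven luciferase light from the GAL4 reporter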
# TROY signal inh = TROY signaling inhibition; 360,000 tested, 0.98% active; AID 1347056; Q293 LMP1-TROYcd NF-kB luciferase reporter, 4 h; inhibition, % at 10 µM;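 active = compounds whose plate-normalised and pattern-corrected inhibition of the luciferase reporter signal at the single screening dose is 50% or more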
# EBV LMP1 NFkB = Epstein-Barr LMP1 NF-kappaB reporter inhibition; AID 504558; inhibition, % at 12.5 µM; LMP1-induced NF-kappaB luciferase reporter cells, luminescence; 350,000 tested, 0.69% active; in the data active = inhibition above about 41%;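 also: 0% = neutral control wells and 100% = reference inhibitor control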
# C8 TRAIL sens = caspase-8 TRAIL sensitization; NB7+C8 cells + TRAIL, ATPlite viability luminescence; inhibition (viability loss, TRAIL sensitization), % at 10 µM; 360,000 tested, 1% active; AID 624354;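 active = compounds causing at least 50% loss of cell viability in the single-dose screen, relative to plate controls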
# Shn3 inh set2 = Schnurri-3 reporter inhibition in Clone20 osteoblasts. Clone20 osteoblast Shn3 3'UTR firefly luciferase, 24 h. inhibition, % at 12.5 µM. 360,000 tested, 0.52% active. AID 588674;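 active = mean inhibition of at least 75% with every replicate also reaching 75%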;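 also: 0% = median of neutral control wells and 100% = pilot-screen positive control compound; some compounds past the cut are filed as inactive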
# NCOA1 inh = inhibitors of human steroid receptor coactivator 1 (SRC1). 360,000 tested, 0.12% active. inhibition, % at 3.6 µM. HEK293 GAL4-SRC1 luciferase reporter, luminescence;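 active = inhibition above the campaign mean plus 3 SD, with each screening campaign given its own cutoff, cut at about 60% in these data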;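 also: 0% = DMSO treated cells and 100% = gossypol at 36 µM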
# CF NFkB block = cystic fibrosis NF-kB activation inhibition | 360,000 tested, 0.86% active | inhibition, % at 5 µM | KKLEB NF-kB-GFP reporter, PAF-induced, GFP fluorescence overnight | AID 588850;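 active = at least 50% inhibition at 5 µM, scaled per plate between neutral and stimulator controls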;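 also: PAF is a Pseudomonas aeruginosa culture filtrate used as stimulus; plate controls were PAF-stimulated DMSO wells for no effect and unstimulated DMSO wells for full effect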
# KKLEB tox = reduces viability of KKLEB cystic fibrosis airway cells. KKLEB CF airway cells viability, ATPlite luminescence, overnight; stronger effect = lower value; cells stimulated with P. aeruginosa culture filtrate. activity change (cytotoxicity), % at 5 µM. 360,000 tested, 0.36% active. AID 602141;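 active = corrected activity change at or below -50% at 5 µM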
# Starred values were filed as active, the others as inactive; · = no result given. An excerpt (hit frequency here may not be typical).
mol	Shn3 inh set2	COUP-TFII inh	SRC3 inh	TWEAK-Fn14 inh	KKLEB tox	LRH-1 inv ag	NCOA1 inh	C8 TRAIL sens	CF NFkB block	EBV LMP1 NFkB	TROY signal inh
COc1ccc(-c2cc3ccccc3[nH]2)cc1	-109	-17	-79	17	14	-92	-89	24	-15	-41	-20
Cc1cc(C)c2c(c1)/C(=N/NC(=O)c1ccc(O)cc1)CCC2	1	-31	-21	17	-7	-46	-15	1	2	6	-13
COc1cc(/C=N/NC(=S)Nc2cccnc2)cc(OC)c1OC	-31	4	10	-41	-5	20	-9	-5	6	0	-4
CC(CCc1ccc(O)cc1)N(C)CCc1ccccc1 (stereo not drawn)	-16	4	-4	3	-3	-10	3	1	-8	7	-11
Cc1ccc(CN2CCSc3ccc(C(=O)NC4CCN(Cc5ccccc5)CC4)cc32)cc1	48	7	11	-2	-16	-7	-13	6	19	21	8
COc1ccc(-c2nc(CSCC(=O)NCC3CCCO3)c(C)o2)cc1OC (stereo not drawn)	2	-12	-1	1	4	4	-18	5	1	-3	-7
O=C(NC(=S)NCCO)c1cn(-c2ccccc2)nc1-c1ccccc1	9	12	7	-22	3	-5	2	-4	-2	-3	2
CC1=CC(C)(C)N2C(=O)C3(C(C#N)=C(N)OC4=C3C(=O)CC(C)(C)C4)c3c(C)c(C)cc1c32 (stereo not drawn)	-1	2	4	17	5	3	16	5	13	8	2
COc1ccc2[nH]c(=O)c(CN(C(C)=O)C3CCCCC3)cc2c1	3	-5	0	-12	-1	16	4	-2	9	-8	-13
CCCCN(C=O)c1c(CC)nc2c(OCc3cc(Cl)cc(Cl)c3)cccn12	12	10	0	12	-12	-6	-2	-5	12	·	7
Cc1ccc(CN2CCN(C3CCOCC3)CC2CCO)cc1 (stereo not drawn)	-6	-5	23	4	-1	-1	9	1	5	-1	-8
CC1CCN(S(=O)(=O)c2ccc(C(=O)Nc3nnc(C4=COCCO4)o3)cc2)CC1	20	2	0	6	2	0	15	2	-7	2	15
O=C(c1ccc([N+](=O)[O-])cc1)N1CCOC12CCN(c1ncc(C(F)(F)F)cc1Cl)CC2	26	-6	11	24	-1	-15	0	4	5	16	12
CS(=O)(=O)N(CC(=O)N1CCc2ccccc2C1)c1cccc(F)c1	-1	-8	-6	1	-9	2	-6	-13	3	2	-2
O=[N+]([O-])c1cccc(N(CC(O)CN2CCCC2)S(=O)(=O)c2ccccc2)c1 (stereo not drawn)	-10	-10	16	-6	26	6	7	1	-15	-7	18
Cc1nccn1-c1ccc(NC(=O)[C@H]2O[C@@H](n3cnc4c(N)ncnc43)[C@H](O)[C@@H]2O)cc1	-2	·	0	-20	-2	16	-9	-11	0	·	0
CCOc1ccc(/C=N/NS(=O)(=O)c2ccc(C)cc2)cc1OC	7	-14	6	-7	6	5	-1	-7	5	0	15
COCCC(=O)N1CCC(n2nccc2NC(=O)CCc2ccccc2)CC1	14	13	6	6	21	8	5	-8	-24	2	4
CSc1nc(-c2ccccc2)nc(C(Cl)Cl)n1	32	-19	32	65*	-31	-8	-11	-3	24	86*	3
COc1ccc(/C=C/C(=O)Nc2ccc3nc4n(c(=O)c3c2)CCCC4)cc1	9	7	-2	-35	1	-2	-2	13	12	2	15
N#CCCn1cc(/C=C(\C#N)c2nc3ccccc3s2)c(-c2ccc(F)cc2)n1	0	-11	-2	14	-21	7	-2	-21	21	7	-31
Cc1nc2cc(-c3ccsc3-n3c(C)ccc3C)[nH]n2c(=O)c1Cl	-1	-6	-5	20	2	-31	-5	4	4	-5	6
COc1ccc(Cl)cc1C(=O)NNC(=O)c1cccnc1	-14	-34	11	9	11	-3	-14	7	-17	2	-26
CCCn1c2ccccc2c2cnn(CC(=O)NC3CCCCC3C)c(=O)c21 (stereo not drawn)	-15	8	5	-11	-13	18	-1	6	20	-4	-1
CCNC(=O)CC1C(=O)N(c2ccc(OC)cc2)C(=S)N1CCc1ccncc1 (stereo not drawn)	-10	·	20	-13	-8	6	12	-26	10	-4	1
O=C(COC(=O)c1ccc([N+](=O)[O-])cc1)NC12CC3CC(CC(C3)C1)C2	-36	2	-8	-17	3	1	7	-4	-13	-3	5
COc1ccc(CNC(=O)c2ccc(Cn3nc(C)c([N+](=O)[O-])c3C)o2)cc1	0	-11	-7	0	23	5	7	-1	14	7	12
CCN(CC)CCOC(=O)c1ccc(NC(=O)CCCN2C(=O)S/C(=C/c3ccc(OC)cc3)C2=S)cc1	41	·	50	73*	-1	11	28	8	29	17	45
O=C(CCN1C(=O)c2cccc3cccc(c23)C1=O)NCc1ccco1	-11	24	4	5	-10	25	-26	-8	-44	0	-4
Cn1cccc1/C=N/NC(=O)CNc1cccc2ccccc12	16	10	4	30	5	9	-3	-8	-5	·	18
CC(=O)c1ccc(S(=O)(=O)Nc2ccc(-n3c(C)nc4ccccc4c3=O)cc2)cc1	-33	-12	-3	-14	-7	7	7	-1	12	-8	6
COC(=O)c1cc2occc2n1CC(=O)Nc1ccc(OC)c(OC)c1	12	-16	11	-12	2	3	5	-19	-10	2	4
COc1ccc(OC)c(C2/C(=C(/O)c3ccc(C)cc3)C(=O)C(=O)N2Cc2ccco2)c1 (stereo not drawn)	-3	-6	-10	-14	5	-11	-1	6	-2	-3	0
COCCN(C(=O)CSc1nc2ccccc2s1)c1c(N)n(Cc2ccccc2)c(=O)[nH]c1=O	-38	-21	-31	13	-9	-3	-24	3	17	-13	29
COCc1c(C(=O)N2CCN(S(=O)(=O)c3ccccc3Cl)CC2)oc2ccccc12	-4	-8	15	1	-10	18	0	4	-32	-1	-2
Cc1ccnc(SCCn2c(N3CCCCC3)nc3c2c(=O)n(C)c(=O)n3C)n1	9	·	-11	-14	8	-7	-69	8	4	-4	6
CC(=O)c1cc2c(cc1NC(=O)CCn1cccc1)OCO2	11	-8	20	-21	2	-11	13	-10	-10	3	11
COc1ccc2oc(=N)c(C(=O)Nc3ccccc3)cc2c1	-38	-35	-37	22	4	-80	-97	21	-1	-27	-21
CC(C)[C@H](NC(=O)[C@@H]1CSCN1C(=O)OC(C)(C)C)C(=O)NCC1CCC(C(=O)O)CC1 (stereo partly drawn)	14	-10	8	-3	-4	6	-8	1	-4	7	3
CCc1noc(C)c1C(=O)Nc1nc(-c2ccc(OC)c(OC)c2)cs1	17	6	28	16	2	17	-12	3	-5	14	38
COc1ccc(/C=N/N2CCOCC2)cc1OCc1ccccc1	22	13	11	2	-4	7	3	0	2	5	7
COCc1cc(C)nc(OCC(=O)N/N=C/c2ccc(C)o2)c1C#N	-14	0	-1	-11	4	-3	-9	-8	-12	0	7
CCCCn1nnnc1C1(C)CCC(=O)N1Cc1cc(OC)ccc1OC (stereo not drawn)	·	7	·	3	·	-6	·	-5	·	·	6
COc1ccc(Nc2nc(-c3ccccc3)cs2)cc1	-88	-72	-86	28	-6	-137	-135	13	-19	-68	-25
CC(=O)c1cccc(NC(=O)c2onc(C)c2Cl)c1	-5	-28	-6	21	20	-20	9	-3	-34	0	-13
CC(C)(C)c1ccc(C(=O)NC(=S)NNC(=O)c2cccs2)cc1	-9	-39	-75	-17	-40	-95	-102	26	58*	-4	-51
CC(=O)NCC1COc2ccccc2O1 (stereo not drawn)	0	-1	23	2	-7	19	4	-2	-6	7	1
CCCCCC(=O)N1C[C@@H](O)[C@H](n2cc(C3CC3)nn2)C[C@@H]1c1ccc(Cl)cc1	-2	1	-24	9	-11	-9	11	-1	8	-7	1
C/C(CC(=O)NC1CCCCC1)=N\NC(=O)c1ccc(Br)cc1	-12	-8	1	16	-2	-13	15	-11	-15	-2	6
O=C(CN1CCCc2ccccc21)NCc1ccccc1Cl	3	-18	-23	11	-7	-23	-33	19	12	3	-6

# Carrying on:
mol	Shn3 inh set2	COUP-TFII inh	SRC3 inh	TWEAK-Fn14 inh	KKLEB tox	LRH-1 inv ag	NCOA1 inh	C8 TRAIL sens	CF NFkB block	EBV LMP1 NFkB	TROY signal inh
C/C(=N\NC(=O)CNC(=O)c1ccccc1Br)c1ccco1	-6	22	-9	14	8	-5	-12	-2	0	0	-5
COc1ccc(C(=O)CC2(C(=O)O)CCCCC2)cc1	16	9	6	7	2	11	-4	-6	-1	-2	6
O=C(Nc1ccc(C(F)(F)F)cc1)C1CCCN1S(=O)(=O)c1cccc2cccnc12 (stereo not drawn)	34	30	10	27	6	23	-3	4	-2	3	25
Cc1ccc(-n2nc(CN3CCOCC3)c(-c3ccccc3)c2N)c(C)c1	-1	0	12	2	8	24	-12	4	-1	-7	-15
COc1ccc(OC)c(-c2nn(-c3ccccc3)cc2C(=O)NCC(c2cccs2)N2CCOCC2)c1 (stereo not drawn)	16	-4	3	-18	2	8	-7	2	17	1	-7
CCOC(=O)N1CCN(C(=O)C(C)(C)Oc2ccc(Cl)cc2)CC1	-2	10	15	-12	4	0	-6	-14	0	-7	-2
CCN(CC)CCSc1nnc(Nc2ccccc2)n1-c1ccccc1	3	14	-3	-24	-7	-6	-16	1	0	-5	-16
Cc1ccc(S(=O)(=O)N2CCC(C(=O)Nc3ccc(N4CCOCC4)cc3)CC2)cc1C	10	13	-16	-5	-9	11	-1	-1	-7	-2	-9
O=C(CN1C(=O)c2ccccc2C1=O)Nc1cccc(S(=O)(=O)Nc2ccccc2Cl)c1	-1	-23	3	-13	-2	3	18	-9	-12	-1	32
O=C(O)c1cc(NN=C2CCN(Cc3ccccc3)CC2)ccc1Cl	-84	11	-69	-14	2	-85	-117	-27	15	-24	14
CS(=O)(=O)N1CCN(c2ccc(NC(=O)COc3ccccc3)cc2)CC1	4	0	4	9	10	-2	-4	7	-2	-5	1
CCN(CC)C(=O)[C@H]1CC(CC(=O)NCCN2CCOCC2)C(=O)N2CCc3c([nH]c4ccc(OC)cc34)[C@]12C (stereo partly drawn)	-27	-6	9	17	10	-5	6	1	-10	0	-7
Cc1ccnc(NC(=O)CNC(=O)c2ccc3ccccc3c2)c1	-3	16	-30	7	-13	-31	-102	-3	22	-3	-13
Nc1nc(CSc2nc3ccccc3s2)nc(N2CCCCC2)n1	-10	-8	-4	-23	6	-16	-10	4	10	6	-3
O=C1CC2(CCCC2)C(=O)N1c1ccc(S(=O)(=O)NCC2CC2)cc1Cl	3	5	14	-7	-11	-13	8	-11	11	7	11
CN(Cc1ccccc1)c1ncnc2ccc(Br)cc12	37	·	41	33	-6	2	0	3	41	29	44
CNC(=O)/C(=C\c1ccc([N+](=O)[O-])cc1)NC(C)=O	-5	7	12	-5	13	-5	9	-6	-6	6	17
CC1(C)CC(=O)C(C(=O)Cc2ccccc2[N+](=O)[O-])C(=O)C1	-3	4	-11	5	7	6	3	-2	5	2	6
CC(=O)NC(CC(=O)Nc1ccc(S(=O)(=O)N2CCCC2)cc1)c1ccccc1 (stereo not drawn)	0	5	3	-8	4	-12	1	-12	-1	0	11
